m-calpain inh – inhibitors of pig calpain II, primary screen, biochemical, fluorogenic peptide substrate, 1536-well | purified calpain II, 30 min | inhibition, % at 16 µM | actives 0.37% (n = 220,000) | AID 1236, 2008;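 active = inhibition above about 50%, limit read from the data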
FXIa inh – human FXIa protease inhibitors, primary screen, biochemical, 1536-well | actives 0.14% (n = 220,000) | inhibition, % at 5 µM | AID 798, 2007 | purified FXIa, Boc-Glu-Ala-Arg-AMC fluorogenic substrate | Coagulation factor XI (Homo sapiens), P03951;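 active = inhibition of at least 40%; inactive = inhibition below 40%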;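 note: fluorescence of freed AMC excited at 355 nm; 0% = enzyme without compound and 100% = no enzyme blank; many of its hits are not listed in these tables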
PERK inh – block of dimerizer-induced PERK translation repression, primary screen, PERK inhibitor project, CHO PERK-DD cells, SEAP luminescence, HTS; CHO PERK-DD fusion, SEAP luminescence translation reporter; inhibition, % at 5.6 µM; actives 0.17% (n = 220,000); AID 1416, 2008;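 active = inhibition above the mean inhibition of all tested compounds plus 3 SD, set separately per screening campaign, cut at about 2.9% in these data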;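 note: PERK kinase domain activated by AP20187 dimerizer at 100 nM; 0% = DMSO with dimerizer and 100% = rapamycin at 8.4 µM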
KCC2 mod – KCC2 cotransporter modulators, thallium flux, primary screen, cell-based, HEK293 KCC2, FluoZin-2 fluorescence, MLSMR; B-score of Tl+ flux slope (higher = more flux/activation; lower = inhibition) at 10 µM; AID 1456, 2008; KCC2 cells, thallium flux FluoZin-2 fluorescence; actives 2.2% (n = 190,000); Solute carrier family 12 member 5 (Homo sapiens), Q9H2X9;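 active = thallium flux slope and its plate-corrected score both differing from the plate sample mean at a set confidence after two filtering rounds, in either direction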;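 note: slope of fluorescence scaled to starting intensity during 10 to 20 s after thallium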
Target sequence (Q9H2X9 whole entry, looked up): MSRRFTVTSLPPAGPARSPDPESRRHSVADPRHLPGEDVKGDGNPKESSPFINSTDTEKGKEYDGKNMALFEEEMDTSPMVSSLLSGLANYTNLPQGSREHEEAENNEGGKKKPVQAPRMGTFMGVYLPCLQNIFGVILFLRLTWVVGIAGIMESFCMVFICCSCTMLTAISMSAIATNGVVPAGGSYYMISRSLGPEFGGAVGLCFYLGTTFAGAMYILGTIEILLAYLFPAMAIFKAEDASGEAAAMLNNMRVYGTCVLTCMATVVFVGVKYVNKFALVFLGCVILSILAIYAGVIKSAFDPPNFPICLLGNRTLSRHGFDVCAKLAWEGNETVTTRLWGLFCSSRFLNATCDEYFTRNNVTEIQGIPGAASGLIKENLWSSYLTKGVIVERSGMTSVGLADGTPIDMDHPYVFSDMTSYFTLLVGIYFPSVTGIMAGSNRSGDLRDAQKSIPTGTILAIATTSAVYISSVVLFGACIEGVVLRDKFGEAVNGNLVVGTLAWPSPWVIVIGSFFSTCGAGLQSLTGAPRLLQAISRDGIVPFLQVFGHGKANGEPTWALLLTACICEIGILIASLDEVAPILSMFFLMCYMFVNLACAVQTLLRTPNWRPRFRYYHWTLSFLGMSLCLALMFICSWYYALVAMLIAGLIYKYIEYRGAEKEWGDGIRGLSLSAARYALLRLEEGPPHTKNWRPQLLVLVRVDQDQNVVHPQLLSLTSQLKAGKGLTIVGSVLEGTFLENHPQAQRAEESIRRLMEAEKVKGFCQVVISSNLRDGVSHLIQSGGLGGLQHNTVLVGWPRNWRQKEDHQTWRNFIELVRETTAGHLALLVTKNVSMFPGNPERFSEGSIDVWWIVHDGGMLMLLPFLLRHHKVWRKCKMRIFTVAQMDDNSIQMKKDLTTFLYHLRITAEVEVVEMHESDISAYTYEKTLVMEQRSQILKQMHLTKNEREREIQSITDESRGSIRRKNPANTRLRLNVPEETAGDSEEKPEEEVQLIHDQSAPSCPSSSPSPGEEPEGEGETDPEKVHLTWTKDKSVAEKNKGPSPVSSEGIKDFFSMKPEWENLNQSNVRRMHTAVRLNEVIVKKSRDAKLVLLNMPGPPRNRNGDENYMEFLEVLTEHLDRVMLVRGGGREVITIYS
Rad51 HR inh – human RAD51 strand exchange inhibitors, primary screen, biochemical, fluorescence; hRad51 DNA strand exchange, fluorescence dequenching; DNA repair protein RAD51 homolog 1 (Homo sapiens), Q06609; AID 1385, 2008; inhibition, % at 10 µM; actives 0.085% (n = 200,000);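 active = inhibition above 40% at the single screening dose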;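 note: 0% = DMSO control wells and 100% = blanks with heterologous ssDNA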
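Material: hRad51 filaments on single-stranded DNA; Reagent: Donor/quencher-labelled 47-bp dsDNA substrate; Compound: 10 µM final, single point; Schedule: 37 °C 15-min filament assembly, 30-min compound preincubation, 15-min exchange; Technique: FRET fluorescence, excitation 485 nm, emission 520 nm; Benchmarks: control wells and blank wells on each plate.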
FXIIa inh 1536 – human FXIIa protease inhibitors, primary screen, biochemical, 1536-well; Coagulation factor XII (Homo sapiens), P00748; purified FXIIa, Boc-QGR-AMC fluorogenic substrate, 2 h; inhibition, % at 5 µM; actives 0.3% (n = 220,000); AID 800, 2007; in the data active = inhibition above about 40%;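 note: 0% = enzyme with no compound and 100% = blank without enzyme; many of its hits are not listed in these tables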
thrombin 1536 – human alpha-thrombin inhibitors, primary screen, counter-screen for coagulation protease inhibitor project, biochemical, 1536-well, fluorogenic AMC substrate; Prothrombin (Homo sapiens), P00734; Boc-VPR-AMC fluorogenic substrate cleavage; inhibition, % at 5 µM; actives 0.26% (n = 220,000);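 active = inhibition at or above 40%; inactive = inhibition below 40%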;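 note: 0% = enzyme with no compound and 100% = wells without enzyme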
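signal = AMC fluorescence, 355/460 nm | material = human alpha-thrombin enzyme | control set = enzyme without compound as high, wells lacking enzyme as low | times = reaction at room temperature | read-out basis = percent inhibition scaled between no-compound controls and no-enzyme blanks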
KLK5 inh – human KLK5 protease inhibitors, primary screen, biochemical, 1536-well | Kallikrein-5 (Homo sapiens), Q9Y337 | recombinant hK5, fluorogenic AMC substrate cleavage | inhibition, % at 5 µM | actives 0.59% (n = 210,000) | AID 873, 2007;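 active = inhibition of 40% or more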;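 note: 0% = enzyme controls without compound and 100% = no-enzyme blanks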
Furin inhibitor – human furin inhibitors, primary screen, biochemical, fluorescence intensity | actives 0.061% (n = 220,000) | P09958 | AID 463115, 2010 | inhibition, % at 30 µM | purified furin, fluorogenic substrate cleavage; in the data active = inhibition above about 25%; note: inactives centre near -15
* marks the source's active call; other numbers are inactive results; i = inactive; / = not tested or not shown; [ ] = remark or other dose.

SMILES	m-calpain inh	FXIa inh	PERK inh	KCC2 mod	Rad51 HR inh	FXIIa inh 1536	thrombin 1536	KLK5 inh	Furin inhibitor
COc1ccc2c(c1)c(C(=O)CN1CCC3(CC1)OCCO3)c(C)n2Cc1ccccc1	-39	4	-1.0	-0.22	-7	0	-19	3	-13[20 µM]
CC(=O)OC(C)(C)/C=C/C(=O)[C@](C)(O)[C@H]1[C@H](O)C[C@@]2(C)[C@@H]3CC=C4[C@H](C[C@H](O)C(=O)C4(C)C)[C@]3(C)C(=O)C[C@]12C	-21	6	-1.0	1.3	6	12	2	-4	-16
CCn1c(O)c(/C(C)=N/N2CCCCC2c2cccnc2)c(=O)[nH]c1=S (stereo not given)	32	0	-1.2	-1.1	-12	9	-2	-8	-8
CN(C)CC1CSCCC1(O)c1cccc(Cl)c1 (stereo not given)	-16	4	0.2	/	-2	7	-4	-8	-11[20 µM]
Cc1ccc(OCC(=O)N2CCN(C)CC2)c(Br)c1	-19	-3	-0.9	0.59	9	9	-1	-2	-2[20 µM]
CN1C(=O)N(C)C(=O)C2(Cc3cc(N)ccc3N3CCN(c4ccccc4F)CC32)C1=O (stereo not given)	-271	11	0.8	/	-7	12	5	3	-20
Cc1ccc(N2C(=O)NC(=O)/C(=C\c3ccoc3)C2=O)cc1	-25	1	-0.6	-0.56	-58	8	0	17	-23
CCn1c(C)cc(/C=C2\C(=O)NC(=O)N(c3ccccc3C)C2=O)c1C	-25	-3	-0.3	-0.76	-20	6	0	2	5
C[C@]12CC[C@@H](O)C[C@@H]1CC[C@@H]1[C@@H]2CC[C@]2(C)[C@@H](O)CC[C@@H]12	-4	5	2.4	0.41	-2	11	1	-11	-9
COc1ccc(/C=C2/C(=O)NC(=S)N(C3CC3)C2=O)cc1CN1C(=O)c2ccccc2C1=O	11	6	0.5	-0.14	-3	7	4	-14	-11
CC1(C)C(c2ccccc2)=NC(c2cccnc2)N1O (stereo not given)	-8	3	0.8	0.11	-4	19	2	2	-19[20 µM]
CNP(=O)(Oc1ccccc1)OC12CC3CC(CC(C3)C1)C2 (stereo not given)	19	-2	0.9	-0.54	11	7	-6	-3	-19
CC1(C)CC(=O)C=C(NCCN2CCN(C(=O)Cc3ccc(Cl)cc3)CC2)C1	-14	-1	-0.9	1.1	-1	6	-4	-7	-12[20 µM]
CC1(C)C[C@H]2C=C(C=O)[C@]3(C=O)C[C@]3(C)[C@H]2C1	-36	9	0.3	-3	3	14	-3	-4	-11
CCOC(=O)c1c(-n2c(C)cc(/C=C3\C(=O)NC(=O)N(C)C3=O)c2C)sc2c1CCCC2	-164	3	0.0	-0.85	-15	11	2	-6	-15[20 µM]
O=C(c1ccccc1)N1CCC2(CC1)OCCO2	-18	6	1.6	0.8	14	6	-1	-4	-12
O=C(COC(=O)Cc1ccccc1)NC12CC3CC(CC(C3)C1)C2	-21	3	1.0	-0.62	11	15	-2	0	-35[20 µM]
CCS(=O)(=O)NCc1nnc2n1-c1ccc(Cl)cc1C(c1ccccc1)=NC2	-5	-4	0.7	-0.22	1	3	-15	-15	0
CC1C(c2cccs2)=[N+]([O-])C(C)(C(=O)c2cccs2)N1O (stereo not given)	26	-8	0.5	0.59	10	1	-8	-11	13
COc1ccc(CCn2c(O)c(C=Nc3ccc(F)cc3)c(=O)[nH]c2=O)cc1OC	-74	2	-0.1	/	3	7	-2	1	-22
CC1=CC2/C=C(\C)CCC(O)C(O)/C=C/C(=O)C23C(=O)NC(CC(C)C)C3C1C (stereo not given)	-8	4	2.0	-1.8	-3	14	1	4	-20
COc1ccc(CNC(C)Cc2cccs2)cc1 (stereo not given)	14	-1	0.6	-0.032	-1	2	0	-10	-14
CCC1(CC)C(=O)N(Cc2ccccc2)C(=O)N(Cc2ccccc2)C1=O	13	-3	-0.8	-0.4	2	6	-1	-1	-21[20 µM]
N#CC12CNCC1CN=N2 (stereo not given)	4	3	1.4	0.77	-6	11	0	-1	-14
CC(C)[C@@]1(NC(=O)[C@@H]2C[C@@H]3c4cccc5[nH]cc(c45)C[C@H]3N(C)C2)O[C@@]2(O)[C@@H]3CCCN3C(=O)[C@H](Cc3ccccc3)N2C1=O	-7	7	-1.4	-0.45	6	8	/	-11	-10
Continued.
SMILES	m-calpain inh	FXIa inh	PERK inh	KCC2 mod	Rad51 HR inh	FXIIa inh 1536	thrombin 1536	KLK5 inh	Furin inhibitor
Cc1oc(-c2ccccc2)nc1CN1C(=O)CN=C(c2ccccc2)c2ccccc21	27	10	-0.8	-1	/	25	17	19	-5
CC(O)(CS(=O)(=O)c1ccccc1)C(=O)Nc1ccc(C(F)(F)F)cc1 (stereo not given)	-7	10	1.3	/	-3	20	4	-8	-19[20 µM]
COP(=O)(OC)C(NC(C)=O)C(Cl)(Cl)Cl (stereo not given)	-24	-1	0.5	0.75	12	9	3	-31	-20
COC(=O)C1C2c3ccccc3C(c3ccccc32)C1C(=O)OC (stereo not given)	18	3	0.1	1.3	5	2	0	-2	-23
O=C(C(=O)N1CCOCC1)c1cn(Cc2ccccc2)c2ccccc12	-4	-7	-0.2	-1.9	3	1	-8	-7	-13
CCC(CC)NCc1c[nH]c2ccccc12	-39	-2	0.4	-0.11	2	9	-6	2	-14
O=C(COc1ccc2ccccc2c1)N1CCN(C2CCN(Cc3ccccc3)CC2)CC1	-7	1	-1.2	0.2	8	17	4	-2	-14[20 µM]
COc1cc2c3cc1Oc1cc(ccc1O)C[C@@H]1c4c(cc(OC)c(O)c4Oc4ccc(cc4)C[C@H]3N(C)CC2)CCN1C	-21	0	-2.1	1.3	-2	12	-10	-10	-11
O=C(N/N=C/c1c(O)n(Cc2ccc(F)cc2)c(=S)[nH]c1=O)c1ccncc1	-56	15	1.5	-0.98	-6	6	4	-13	-5
O=C1/C(=C\c2ccncc2)N2CCC1CC2	1	-2	1.1	0.53	14	-2	-3	0	-15
O=C1NC(=O)N(c2ccccc2F)C(=O)/C1=C/c1ccc(Sc2nc3ccccc3[nH]2)o1	12	-10	0.1	-0.38	-29	5	-8	-12	-9
CC(=O)NC1C(OC(=O)Cc2ccccc2)OC(COC(C)=O)C(OC(C)=O)C1OC(C)=O (stereo not given)	-4	-4	0.0	-0.098	5	2	4	-17	-37
Cc1c(NC(=O)C(C)OC(=O)Cc2ccccc2)c(=O)n(-c2ccccc2)n1C (stereo not given)	-1	-13	0.5	-0.41	6	6	0	-19	-21[20 µM]
CC1CCC(C(=O)NC(C(=O)N2CCC3(CC2)OCCO3)C(C)C)CC1 (stereo not given)	-7	6	-0.2	0.12	-10	7	-3	3	-15[20 µM]
CC(Cc1ccccc1)NC(=O)/C=C/C(=O)O (stereo not given)	-5	-5	0.7	0.27	17	0	-11	-11	-26
O=C1N(c2ccc(Cl)cc2)C(c2cccnc2)N2CCCN12 (stereo not given)	-21	-5	1.1	-0.031	0	2	-14	0	-10
CN(C)C(=O)Oc1ccc(OCc2cccc[n+]2C)cc1	5	2	0.2	0.23	3	7	-11	-18	-28
CC1CC(OC(=O)c2ccccc2)CC(C)N1C (stereo not given)	4	11	0.5	-0.66	1	15	-6	-15	-8
Cc1cccn2c(=O)c3cc(C(=O)N4CCC5(CC4)OCCO5)n(C)c3nc12	i	-1	-0.6	/	/	6	-3	-16	-27
C=Cn1ccnc1P(=S)(c1nccn1C=C)C1CCCCC1	-9	17	0.4	1.1	-9	22	2	-20	1
CN(C)c1ccc(NC(=O)CN2C(=O)CN=C(c3ccccc3)c3cc(Cl)ccc32)cc1	1	-10	0.4	-1.4	-3	-6	-10	10	-12
CN=C(SCC(=O)c1cccc(Cl)c1)c1c(O)n(C)c(=O)n(C)c1=O	35	-3	-0.1	0.15	21	-3	-8	0	-11
CN1C(=O)C(=Cc2ccc(N3CCCCCC3)o2)C(=O)N(C)C1=S	-15	-5	-0.6	/	-329	17	5	-3	-8[20 µM]
CCCC(C)C1(CC)C(=O)NC(=O)N=C1N (stereo not given)	1	7	1.1	0.71	/	8	-2	-22	-28
CCOC(=O)CC1=C(C(=O)OCC)C2(C(=O)N1CC(=O)OC)C(C#N)=C(N)Oc1ccccc12 (stereo not given)	-18	0	0.1	/	/	6	-5	-11	-2[20 µM]

Limited to m-calpain inh, FXIIa inh 1536 and FXIa inh, for two of the compounds above:
| Structure | m-calpain inh | FXIIa inh 1536 | FXIa inh |
| --- | --- | --- | --- |
| O=C(C(=O)N1CCOCC1)c1cn(Cc2ccccc2)c2ccccc12 | -4 | 1 | -7 |
| CCC(CC)NCc1c[nH]c2ccccc12 | -39 | 9 | -2 |

(continued)
SMILES	m-calpain inh	FXIa inh	PERK inh	KCC2 mod	Rad51 HR inh	FXIIa inh 1536	thrombin 1536	KLK5 inh	Furin inhibitor
O=C(Nc1ccc2c(c1)OCO2)c1cn(Cc2ccc(F)cc2)nn1	-33	-3	-1.4	/	11	9	-2	-14	1
CC(=NCCN1CCCCC1)c1c(O)[nH]c(=O)[nH]c1=O	-49	-5	0.8	-0.85	-1	18	-15	-25	-12
CCCS(=O)(=O)N1CCCC(C(=O)N2CCC3(CC2)OCCO3)C1 (stereo not given)	9	-4	0.5	-0.32	-6	4	-3	-14	-23
CC12CCCCC1N(O)CN2O (stereo not given)	-9	2	0.8	-0.55	15	15	4	-2	-19
CC(Cl)(Cl)/C(=N/P(=S)(N1CCOCC1)N1CCOCC1)N1CCOCC1	-5	19	0.0	-0.073	/	8	-9	1	-25
CNC(C)Cc1ccccc1Sc1ccc(O)cc1 (stereo not given)	1	-6	0.1	0.046	-1	8	-4	-28	-8[20 µM]
Clc1cnc(Oc2ccc(Oc3ncc(Cl)cc3Cl)cc2)c(Cl)c1	-19	10	1.5	0.81	1	10	-1	3	-20[20 µM]
O=C(COC(=O)c1ccccc1)Nc1ccc(Cl)cc1C(=O)c1ccccc1	26	24	0.4	0.04	/	11	-3	-9	-3
CC1=C(C(=O)N2CCC3(CC2)OCCO3)C2(CCC(C)CC2)OC1=O (stereo not given)	8	0	-0.1	1.4	-1	1	-6	-5	22[20 µM]
COc1cc(/C=C2/C(=O)NC(=O)N(c3ccccc3)C2=O)ccc1O	-3	-1	0.7	1.2	-4	8	-6	-10	-16
CC(NCc1ccc(Cl)c(Cl)c1)C(O)c1ccccc1 (stereo not given)	-22	-4	-1.1	0.73	6	3	-4	-6	-1[20 µM]

Part of the list above, in CSV form.
SMILES,m-calpain inh,FXIa inh,PERK inh,KCC2 mod,Rad51 HR inh,FXIIa inh 1536,thrombin 1536,KLK5 inh,Furin inhibitor
CC12CCCCC1N(O)CN2O (stereo not given),-9,2,0.8,-0.55,15,15,4,-2,-19
O=C(Nc1ccc2c(c1)OCO2)c1cn(Cc2ccc(F)cc2)nn1,-33,-3,-1.4,/,11,9,-2,-14,1

Screens (PubChem)

An excerpt; the hit share may differ from the screen's.
